Assay outcomes: PubChem BioAssay, National Center for Advancing Translational Sciences (NCATS)
CHX counter = Cycloheximide Counterscreen for Small Molecule Inhibitors of Shiga Toxin | cell reporter, cycloheximide protein synthesis inhibition counterscreen | max response, % | 300,000 tested, 12% active; in the data active means max response mostly above about 13%, no sharp cut-off; inactive means mostly below about 14%; further: read at 38.3 µM for the half of the compounds with a filed dose; 0% is about no effect
Pf growth 96h = Primary qHTS for delayed death inhibitors of the malarial parasite plastid, 96 hour incubation. 320,000 tested, 6.9% active. AID 504834, 2011. Potency, µM (top dose mostly 28.7 µM), for the others: at the top dose activity change, negative = inhibition, usual class: inhibitors. P. falciparum luciferase reporter growth, 96 h; further: potency means the concentration at half of the fitted maximal effect; on the % scale 0 is the no-effect control and ±100 the full control effect
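Readout is luminescence from an integrated firefly luciferase in P. falciparum. Red cells, 2% hematocrit and 0.05% parasitemia final, were cultured with compound through two parasite generations (96 hours) at 37 C, 5% CO2.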
Shiga inhibitor = A qHTS for Small Molecule Inhibitors of Shiga Toxin; Vero cells, Shiga toxin protein synthesis inhibition reporter; inhibition, % at 38.7 µM; 290,000 tested, 9.2% active; AID 2315, 2010; in the data active means inhibition mostly above about 28%, no sharp cut-off; inactive means mostly below about 43%; further: 0% is about no effect
Pf growth 48h = Primary qHTS for delayed death inhibitors of the malarial parasite plastid, 48 hour incubation. P. falciparum luciferase growth in erythrocytes, 48 h. Potency, µM (titrated, usually from 28.7 µM), for inactives: at the highest dose activity change, negative = inhibition, most hits filed as inhibitors. 310,000 tested, 5.9% active. AID 504832, 2011; further: potency means the concentration at half of the fitted maximal effect; on the % scale 0 is the no-effect control and ±100 the full control effect
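First compound was added to culture medium, then infected red cells at 0.1% parasitemia and 2% hematocrit (final). After incubation at 37 C under 5% CO2, luciferase detection reagent was dispensed and light output recorded.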
HCV inh = qHTS Assay for Inhibitors of Hepatitis C Virus (HCV) | Potency, µM (titrated, usually from 41.8 µM), without a hit: at the top dose activity change, negative = inhibition, hits mostly inhibitors | Huh7.5.1 HCVcc-Cre infection, luciferase reporter, 44 h | AID 651820, 2012 | 340,000 tested, 3.4% active; further: potency means the concentration at half of the fitted maximal effect; on the % scale 0 is the no-effect control and ±100 the full control effect
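Cells seeded at 1,000/well and cultured 4 h, then compounds added followed by HCVcc-Cre virus (~0.5 moi). After 44 h further culture, luciferase substrate was added, plates held 15 min at room temperature, and luminescence read for 15 sec.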
Giardia FBPA inh = qHTS Assay for Inhibitors of Fructose-1,6-bisphosphate Aldolase from Giardia Lamblia. A8B2U2. purified Giardia FBPA. Potency, µM (doses to about 59.6 µM), inactives show top-dose activity, negative = inhibition, hits mostly inhibitors. 290,000 tested, 0.71% active. AID 2451, 2010; further: potency means the concentration at half of the fitted maximal effect; on the % scale 0 is the no-effect control and ±100 the full control effect; nearly all actives have a fitted effect of over 55% in size
Target sequence (A8B2U2 whole entry, looked up): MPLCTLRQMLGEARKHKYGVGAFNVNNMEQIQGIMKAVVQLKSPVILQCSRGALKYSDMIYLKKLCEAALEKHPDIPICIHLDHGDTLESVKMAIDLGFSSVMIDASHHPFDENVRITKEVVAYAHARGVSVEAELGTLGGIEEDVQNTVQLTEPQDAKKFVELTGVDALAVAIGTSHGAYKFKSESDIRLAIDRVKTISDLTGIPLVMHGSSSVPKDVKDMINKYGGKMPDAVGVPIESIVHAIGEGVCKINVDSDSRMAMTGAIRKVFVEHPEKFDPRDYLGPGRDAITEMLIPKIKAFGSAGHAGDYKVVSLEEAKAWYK
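40 nM FBPA preincubated 10 min at RT with compound (up to 57.5 uM final), then substrate plus GAPDH/TPI/NAD/arsenate coupling and diaphorase/resazurin added. Fluorescence read after 20 min at RT, 525/598 nm.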
The depositor's hits bear a star; ? = inconclusive; . = no result given; [ ] = another dose, or the depositor's remark. Unless noted, the call rests on the fitted dose curve; in most records, active means well fitted curve in the direction sought with a large enough effect; inconclusive means small, poorly fitted or top-dose-only effect, or another doubt; inactive means no such curve, though single readings can be large; an effect the other way counts as inactive or inconclusive. No enrichment for hits; overall some 24% were active at least once.

SMILES	CHX counter	Pf growth 96h	Shiga inhibitor	Pf growth 48h	HCV inh	Giardia FBPA inh
NS(=O)(=O)c1cccc(NC(=O)c2ccno2)c1	1	31%[activator]	3	38%[activator]	3%	-1%
CCOC(=O)N1CCC(NC(=O)CCC(=O)N2CC(C)Oc3ccccc32)CC1 (stereo not drawn)	5	?	23	-4%	13%	6%
CCOC(=O)CNC(=O)c1cc(OC)cc(OC)c1	7	0.93µM*	33	29%	?	1%
CC(C)NC(=O)Cn1c(SCC(=O)c2ccc(F)cc2)nc2ccccc21	-4	.	-3	12%	-3%	0%
COC(=O)CSc1nc(N2CCOCC2)c2c(c1C#N)CC(C)(C)N(C)C2	-3	.	-6	-13%	-24%	-16%
COc1ccc(C(=O)Nc2ccccc2N2CCN(C(=O)c3ccccc3)CC2)cc1Br	-1	?	-7	2.1µM*	10µM*	.
CCN(C(=O)c1cn(C)c(=O)c2cc(OC)c(OC)cc12)c1cc(OC)ccc1OC	3	0%	-6	0%	13%	-15%[12.9 µM]
Cc1ccc(-c2csc(/C(C#N)=C/Nc3ccc4c(c3)OCCO4)n2)cc1	-1	78%[activator]	-12	34%[activator]	?	0%
Cc1nn(C)cc1C1C2=C(CC(C)(C)CC2=O)N(c2ccccc2)C2=C1C(=O)CC(C)(C)C2	1	3.7µM*	-3	.	-2%	-6%
COC(=O)CN(C)C(=O)CC1C(=O)NCCN1CC(C)(C)C (stereo not drawn)	-3	2%	13	3%	23%	?
Cc1ccccc1N1CCN(Cc2nc(Cc3ccccc3)no2)CC1	2	-11%	19	3%	-3%	-1%
O=C(CSc1nnc(-c2cccnc2)o1)N1CCCCC1	5	3%	32	40%[activator]	10%	7%
NC(=O)c1cc2ccccc2o/c1=N/NC(=O)c1cccs1	40	63%[activator]	30	17%	13%	1%
Cc1cc(-c2nnc(SCc3ccccn3)o2)no1	12	.	19	53%[activator]	7%	6%
COC(=O)c1cccc(N(CC(=O)NC2CCCCC2)C(=O)CNC(=O)c2cccs2)c1	-4	16%	-4	?	14%	5%
COc1ccc(Cl)cc1NC(=O)C1CCN(C(=O)Nc2ccccc2)CC1	.	?	.	?	?	.
O=C(c1ccc(COc2ccc3ccccc3c2)o1)N1N=C(C(F)F)CC1(O)C(F)F (stereo not drawn)	13	-10%[5.75 µM]	-5	-1%	?	-5%
CC(NC(=O)c1ccccc1)C(=O)OCC(=O)c1ccc(Br)cc1 (stereo not drawn)	-1	7%	10	16%	17%	0%
O=C(NNC(=S)NCc1ccccc1)c1ccc(Br)cc1	-2	17%	17	28%	19%	21%
CCOC(=O)C(C)Oc1cccc2c(=O)n(CC(=O)NCc3ccc(F)cc3)ccc12 (stereo not drawn)	-1	19%	-4	-14%	-3%	6%
CC(NCc1ccc2c(c1)OCO2)C(=O)NC1CCCc2ccccc21 (stereo not drawn)	-3	.	-34	-7%	8%	-18%
CCS(=O)(=O)Nc1ccc(C2=NN(C(=O)c3ccco3)C(c3ccc(C)cc3)C2)cc1 (stereo not drawn)	13	?	-17	10µM*	?	-6%
Cc1ccc(C2(C(=O)N3CCC(n4nc(-c5ccccc5)oc4=O)CC3)CC2)cc1	12	-1%	33	?	?	.
O=C(c1cc2c(s1)-c1ccccc1OC2)N1CCC2(CC1)OCCO2	40*	-20%	39*	212%[activator]	-18%	-3%
CCOc1ccc(N=Cc2c(O)n(C(C)(C)C)c(=O)[nH]c2=O)cc1	-3	.	-13	-1%	9%	-2%
Cc1cccc(C)c1NC(=O)CN(C)C(=O)CC1CC2CCC1C2 (stereo not drawn)	.	-10%	.	6%	14%	.
CCN(CC)CCNC(=O)c1cc2ccccc2nc1Cl	-5	9%	11	-12%	6%	?
O=C(Nc1ccccn1)N1CCOCC1	11	.	-13	-2%	10%	2%
COc1ccc(CN2C=C3C(=O)C(C)(OC(=O)C4CCCC4)C(=O)C=C3C=C2c2ccsc2)cc1 (stereo not drawn)	1	?	-4	?	-16%	?
N#Cc1ccc(-c2ccc3c(c2)OCO3)nc1SCC(=O)OCc1ccccc1	-1	.	-8	7%	-3%	-9%
COc1ccc(N2C(=O)CC(SC(C)C)C2=O)cc1 (stereo not drawn)	-3	-27%	-6	2%	-2%	1%
CCOC(=O)c1c(C)[nH]c(C)c1S(=O)(=O)NCCN1CCN(c2cc(Cl)ccc2C)CC1	1	?	-2	?	-19%	0%
CCCCSCCCNC(=O)c1ccc(CS(=O)(=O)c2ccc(OC)cc2)o1	-3	?	-8	?	?	7%
COc1ccc(-n2c(N)c(Br)c(=O)[nH]c2=O)cc1	0	27%	-17	-7%	9%	7%
CN(Cc1cccs1)C(=O)CSc1nc(N)cc(N)n1	0	25%	21	11%	-4%	0%
Cn1cc2c([N+](=O)[O-])cc([N+](=O)[O-])cc2n1	-1	?	-6	?	.	-6%
Cc1nc2nc(SCC(=O)N3CCC4(CC3)OCCO4)nn2c(C)c1Cc1ccccc1	-3	-9%	-2	.	-8%	4%
Cc1cc(NC(=O)CC#N)n(-c2nc3ccccc3[nH]2)n1	-1	?	-9	?	?	16µM*
CCOC(=O)c1ccc(NC(=O)N2CCOCC2)cc1	35	409%[activator]	98*	179%[activator]	14%	9%
CC1(C)CC(NC(=O)CSc2ccccc2)CC(C)(C)N1	-2	15%	-2	-6%	11%	4%

Compound profiles, from the list above. Screens in order: CHX counter | Pf growth 96h | Shiga inhibitor | Pf growth 48h | HCV inh | Giardia FBPA inh
Cn1cc2c([N+](=O)[O-])cc([N+](=O)[O-])cc2n1 as listed: -1 | ? | -6 | ? | . | -6%
NS(=O)(=O)c1cccc(NC(=O)c2ccno2)c1 as listed: 1 | 31%[activator] | 3 | 38%[activator] | 3% | -1%
NC(=O)c1cc2ccccc2o/c1=N/NC(=O)c1cccs1 as listed: 40 | 63%[activator] | 30 | 17% | 13% | 1%
COC(=O)CSc1nc(N2CCOCC2)c2c(c1C#N)CC(C)(C)N(C)C2 as listed: -3 | . | -6 | -13% | -24% | -16%
Cc1cc(NC(=O)CC#N)n(-c2nc3ccccc3[nH]2)n1 as listed: -1 | ? | -9 | ? | ? | 16µM*

New compounds follow:
SMILES	CHX counter	Pf growth 96h	Shiga inhibitor	Pf growth 48h	HCV inh	Giardia FBPA inh
CS(=O)(=O)N1CCN(c2ccc([N+](=O)[O-])cc2F)CC1	8	96%[activator]	16	20%	-1%	2%
Cc1noc(NS(=O)(=O)c2ccc(NC(=O)C34CC5CC(C3)CC(n3cnc(Br)n3)(C5)C4)cc2)c1C	-7	-8%	-10	11%	10%	19%
C=C(c1ccc(OCCO)cc1)c1ccc(OCCO)cc1	2	-13%	27	-3%	-2%	2%
COc1ccc(CN2CCc3ccc(NC(=O)CCc4ccccc4OC)cc3C2)c(O)c1	8	-17%	2	2.1µM*	8.9µM*	-13%
O=C(NCC(F)(F)F)N1CCOCC1	-3	-7%	-24	.	-10%	-3%
O=C1c2ccccc2C(=O)N1CSc1ncccn1	10	-11%	49	36%[activator]	10%	3%
O=C(Cn1nnc(-c2ccccc2F)n1)Nc1cccc2ncccc12	-1	?	12	8%	-16%	-2%
COc1cccc(COC(=O)c2ccc3c(c2)NC(=O)C(C)S3)c1OC (stereo not drawn)	.	?	.	?	?	.
CCOC(=O)c1c(NC(=O)CSc2nnc(CN3CCOCC3)n2C)sc2c1CCCC2	-1	-2%	-6	?	22µM*	2%
CCCn1nnc(NC(=O)C(C)Oc2ccc(Cl)cc2Cl)n1 (stereo not drawn)	-1	?	-6	-12%	-23%	0%
O=C(c1cc2ccccc2oc1=O)N(Cc1cccs1)CC1CCCO1 (stereo not drawn)	5	2%	32	17%	2%	0%
O=C(COC(=O)c1ccccc1NC(=O)c1ccco1)NCCC1=CCCCC1	30*	.	108	-19%	-13%	5%
CSc1nsc(SCC(=O)Nc2ccccn2)n1	23*	30%	42*	60%[activator]	3%	-1%
NNC(=O)c1[nH]c2ccccc2c1-c1ccccc1	-6	?	-13	?	-4%	-2%
Cn1nccc1CNC(=O)c1c(Cl)cnn1C	16	17%	-13	18%	21%	3%
CC1(C(=O)N(c2ccccc2)C(C(=O)NC2CCCC2)c2ccccn2)CC(=O)N=C2C=CC=CN21 (stereo not drawn)	9	-18%	4	13%	11%	-1%
CC[C@@]12C(=O)N(c3cccc(Br)c3)C(=O)N1[C@H](c1ccc(F)cc1)[C@@H]1C(=O)N(C3CCCCC3)C(=O)[C@@H]12	.	?	.	?	-1%	.
Cc1ccc(CCNC(=O)c2cc(C)nn2-c2ccccc2)cc1	-2	8%	3	-6%	10%	-5%
CCc1cc2c(SCC(=O)N3CC(=O)Nc4ccccc43)ncnc2s1	-3	?	-7	?	-25%	-2%
S=c1[nH]nc(-c2ccncc2)n1/N=C/C=C/c1ccco1	-5	?	-7	4%	2%	?
O=Cc1ccc(N2CCCC2)c(F)c1	-1	30%	4	.	18%	3%
C=CCn1cccc(C(=O)Nc2ccc(N(C)C)cc2)c1=O	39*	118%[activator]	90*	101%[activator]	-11%	12%
COc1ccc(NC(=O)c2cc(C(C)C)on2)cc1OC	44*	35%[activator]	45*	58%[activator]	-16%	0%
O=C(NCC1CCCO1)C1c2ccccc2C(=O)N1C1CCCCCCC1 (stereo not drawn)	2	-6%	-4	?	22%	-1%

Reformatted: six of the compounds above
Each structure is followed by: CHX counter | Pf growth 96h | Shiga inhibitor | Pf growth 48h | HCV inh | Giardia FBPA inh
- C=C(c1ccc(OCCO)cc1)c1ccc(OCCO)cc1
 : 2 | -13% | 27 | -3% | -2% | 2%
- O=C(c1cc2c(s1)-c1ccccc1OC2)N1CCC2(CC1)OCCO2
 : 40* | -20% | 39* | 212%[activator] | -18% | -3%
- CC(C)NC(=O)Cn1c(SCC(=O)c2ccc(F)cc2)nc2ccccc21
 : -4 | . | -3 | 12% | -3% | 0%
- COc1ccc(Cl)cc1NC(=O)C1CCN(C(=O)Nc2ccccc2)CC1
 : . | ? | . | ? | ? | .
- Cc1ccccc1N1CCN(Cc2nc(Cc3ccccc3)no2)CC1
 : 2 | -11% | 19 | 3% | -3% | -1%
- CCN(CC)CCNC(=O)c1cc2ccccc2nc1Cl
 : -5 | 9% | 11 | -12% | 6% | ?
